Compound activity deposited in PubChem by Sanford-Burnham Center for Chemical Genomics.
tim10-1 inh = growth inhibitors of tim10-1 mutant yeast. AID 463190. inhibition, % at 20 µM. 330,000 tested, 2.2% active. S. cerevisiae tim10-1 ts strain growth, BacTiter-Glo, 24 h;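 active = inhibition of at least 40%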;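 also: mutant grown at 25 °C; 0% = DMSO wells with yeast and 100% = wells holding no yeast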
TIM10 inh = growth inhibitors of TIM10 yeast strain; 330,000 tested, 1.4% active; inhibition, % at 10 µM; S. cerevisiae TIM10 strain growth, BacTiter-Glo luminescence, 24 h;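 active = inhibition of 40% or more at the single tested concentration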;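 also: wild-type TIM10 isogenic control strain grown at permissive 25 °C; 0% = DMSO yeast wells and 100% = minimal medium wells without yeast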
NR3A LBD binder = modulates the human NR3A ligand-binding domain | NR3A LBD differential scanning fluorimetry, Tm shift; 0% = protein alone, 100% = glycine-bound protein | Tm shift relative to glycine control, % at 25 µM | 340,000 tested, 2.5% active | AID 1259313;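 active = melting temperature shift of at least 10% of the positive control shift, at one fixed dose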
NALP3 yeast inh = blocks the NALP3 inflammasome reconstituted in yeast. AID 2825. Yeast reconstituted NLRP3/ASC/caspase-1, beta-gal luminescence, 24 h. inhibition, % at 10 µM. 330,000 tested, 0.39% active;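 active = inhibition of 50% or more; inactive = inhibition below 50%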;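 also: plate controls were induced DMSO wells for no effect and uninduced yeast grown without galactose for full effect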
APJ agonist = APJ receptor agonism; 330,000 tested, 0.11% active; CHO-K1 APJ PathHunter beta-arrestin, luminescence; 0% DMSO wells, 100% apelin; P35414; activation, % at 20 µM; AID 2520;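 active = activation more than six SD over the plate average, tested at 20 µM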;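 also: 0% = DMSO alone and 100% = apelin-13 at 10 nM; some results filed as inactive read as strong as hits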
Target sequence (P35414 whole entry, looked up): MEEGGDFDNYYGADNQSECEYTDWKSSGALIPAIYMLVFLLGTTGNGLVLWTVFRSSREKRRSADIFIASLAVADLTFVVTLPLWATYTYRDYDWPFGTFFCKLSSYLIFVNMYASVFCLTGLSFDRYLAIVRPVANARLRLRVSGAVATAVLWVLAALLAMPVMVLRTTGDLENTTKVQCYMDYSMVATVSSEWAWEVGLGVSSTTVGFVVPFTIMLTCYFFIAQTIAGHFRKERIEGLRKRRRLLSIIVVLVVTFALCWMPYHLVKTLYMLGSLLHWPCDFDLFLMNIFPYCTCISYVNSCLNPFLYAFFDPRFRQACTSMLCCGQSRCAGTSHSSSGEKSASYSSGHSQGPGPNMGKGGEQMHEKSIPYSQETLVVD
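Assay system: CHO-K1 APJ beta-arrestin complementation cell line / Compound: single test compound dose, 20 µM final, 1% DMSO / Times: overnight seeding, 90 min compound at 25 °C, 1 h detection / Technique: beta-gal luminescence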
XBP1 UPR activ = adaptive UPR (XBP1) activation | AID 463104 | CHO-XBP1 luciferase reporter, IRE1-XBP1 UPR activation, luminescence; percent of tunicamycin response, DMSO as zero | activation, % at 20 µM | 330,000 tested, 0.33% active;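 active = versus positive control, 20 µM dose yields 30% or more activation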;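 also: 100% = tunicamycin at 10 µg/mL and 0% = DMSO only wells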
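Assay system: CHO-XBP1 luciferase reporter cells; Schedule: 6 h treatment, 37 °C; Detection: glow luminescence from Steady-Glo reagent; Benchmarks: high control tunicamycin 10 µg/mL final, low control DMSO vehicle only.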
CHOP UPR activ = activators of apoptotic arm of unfolded protein response (CHOP) | 330,000 tested, 0.34% active | activation, % at 10 µM | CHO-CHOP luciferase reporter, UPR activation, luminescence; percent of tunicamycin response over DMSO baseline;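 active = at 10 µM dose, activation of 40% or more, normalized to positive control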;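 also: 100% = tunicamycin at 10 µg/mL and 0% = DMSO alone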
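Test system: CHO-CHOP cells, stable luciferase reporter of PERK-eIF2a-CHOP signalling | Quantity: 500 CHO-CHOP cells per well | Buffer or medium: F12 plus 10% serum | Compound dosing: 10 µM single point, 0.5% DMSO | Schedule: 6 h compound treatment, 37 °C | Signal: Luciferase luminescence | Control set: Tunicamycin high control, DMSO low control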
Mdm2 MdmX PPI = inhibitors of human Mdm2/MdmX interaction; 330,000 tested, 3% active; SaOS-2 split-luciferase Mdm2/MdmX complementation, luminescence; O15151+Q00987; inhibition, % at 8 µM;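 active = inhibition of at least 50% at 8 µM in the primary screen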
tim23-1 inh = tim23-1 yeast growth inhibition; S. cerevisiae tim23-1 growth, BacTiter-Glo luminescence, 24 h; inhibition, % at 20 µM; 330,000 tested, 1.3% active;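 active = growth inhibition of the mutant yeast at or above 50%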;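 also: temperature-sensitive mutant grown at 25 °C; plate controls were DMSO-treated mutant yeast for no effect and medium wells lacking yeast for full effect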
* = called active by the depositor; . = no result given.

SMILES	tim10-1 inh	TIM10 inh	NR3A LBD binder	NALP3 yeast inh	APJ agonist	XBP1 UPR activ	CHOP UPR activ	Mdm2 MdmX PPI	tim23-1 inh
COCCCNc1nc2ccccc2nc1NS(=O)(=O)c1ccc(C)c(C)c1	12	-36	-1	-12	-1	-4	4.1	-5	29
COC(=O)n1c(=S)oc2cc(Cl)ccc21	23	16	.	11	-3	-3	-3.1	-8	78*
Cc1ccccc1C(=O)Nc1ccc(C(=O)O)cc1NC(=O)c1ccccc1C	-8	9	-1	10	-5	-4	0.7	-3	8
CN1CCN(C(=O)c2cc(-c3cccc(Cl)c3)on2)CC1	11	4	0	4	-3	0	1.5	-23	18
Cc1cccc(NC(=O)CCN2C(=O)C3C4C=CC(C4)C3C2=O)c1 (stereo not drawn)	10	-11	-2	-2	2	1	1.6	-12	15
COc1ccccc1-c1cnn2c(NC3CCCC3)cc(C)nc12	14	19	4	25	-5	1	8.0	-18	37
Clc1cccc(-c2nc(NCCN3CCOCC3)c3ccccc3n2)c1	-10	30	-5	39	-1	3	-2.9	45	40
CN(CCOC(=O)C1c2ccccc2Oc2ccccc21)C(C)(C)C	3	-16	-2	-2	-3	-1	-1.2	11	-2
Nc1ccc(Oc2ccc3c(c2)C(=O)N(CC2CCCO2)C3=O)cc1 (stereo not drawn)	6	16	0	18	0	-1	2.7	9	16
COc1ccc(/C=N/N2C(C)CCCC2C)cc1O (stereo not drawn)	10	-13	-1	-9	-1	2	0.9	-10	7
Cc1cccc(C)c1NC(=O)CSc1n[nH]c(=O)n1C1CC1	-12	-6	1	5	-2	-3	0.2	15	-8
COc1ccc(Nc2cccc(Cl)c2)c(C(=O)O)c1	6	-6	0	3	0	-1	0.0	12	17
CC(NC(=O)c1c(O)c2ccccc2n(C)c1=O)c1ccccc1 (stereo not drawn)	-60	-1	-1	12	0	-1	2.9	-5	28
O=c1cc(-c2ccc(OCc3ccccc3)cc2)oc2cc(OCc3ccccc3)cc(OCc3ccccc3)c12	6	-14	-2	.	.	1	0.9	17	25
CC(=O)Nc1nnc(-c2ccc(Cl)s2)o1	6	-19	-1	16	-3	-2	-0.6	26	10
CC(C)(C)NC(=S)NCc1ccc2c(c1)OCO2	-7	-22	0	12	-4	-1	0.5	12	12
CC(=O)Nc1sc2c(c1C#N)CCN(Cc1ccccc1)C2	-13	-8	0	11	-4	5	-1.9	12	-11
CCOc1ccc(NC(=O)C2CCCN(S(=O)(=O)c3cccc4nsnc34)C2)cc1 (stereo not drawn)	0	-7	0	2	-2	-4	-1.3	-3	-20
CN(C)S(=O)(=O)c1ccc(Cl)c(NC(=O)CN2CCCC2)c1	3	-1	0	28	0	1	-0.1	8	14
NC(=O)CC(NC(=S)NCc1ccccc1)C(=O)O (stereo not drawn)	6	1	0	9	-1	1	2.1	-8	16
CC1CCCC(NC(=O)CSc2nncs2)C1C (stereo not drawn)	-6	5	1	9	1	-1	-2.2	-1	5
FC(F)(F)c1cccc(NC(=S)NNC(=S)NCc2ccccc2)c1	23	30	9	4	-5	1	-1.0	18	7
CCOC(=O)N1CCN(C(=O)COC(=O)CNC(=O)c2ccc(C)cc2)CC1	10	-7	3	11	-6	-1	0.5	-12	11
O=C(CCc1nnc(CCCCc2ccccc2)o1)N1CCCC(O)C1 (stereo not drawn)	16	0	1	-4	0	-3	2.4	-28	4
CC(C)c1c(O)nc(SCCN(C)C)[nH]c1=O	-12	0	3	7	1	4	-2.8	8	-6
(further entries)
SMILES	tim10-1 inh	TIM10 inh	NR3A LBD binder	NALP3 yeast inh	APJ agonist	XBP1 UPR activ	CHOP UPR activ	Mdm2 MdmX PPI	tim23-1 inh
S=C1NCCc2ccccc2C1c1ccccc1 (stereo not drawn)	32	14	0	4	-5	-3	-2.6	-8	33
CCC(CC)C(=O)Nc1c2c(nn1-c1ccc(F)cc1)CS(=O)(=O)C2	2	-4	-4	18	-5	-4	2.1	12	2
O=C(O)Cc1nc2nc3c(c(=O)n2[nH]1)CCCC3	12	4	-2	3	-2	0	-1.5	-9	-9
CCOC(=O)CSc1nc2cc(C(=O)N3CCCC3)ccc2c(=O)n1Cc1ccccc1	19	20	1	17	6	0	0.3	22	2
CCOc1ccc(CN(C)C(=O)CCl)cc1	11	8	0	-35	-1	-7	2.9	56*	21
CSc1ccc(Cl)c(C(=O)NCCCn2ccnc2)c1	-2	8	-2	13	-3	1	0.2	16	1
CC(C)C(=O)NCCc1nc2ccccc2n1CCCOc1ccc(Cl)cc1	13	20	0	-5	-2	0	-0.9	-10	21
CCN(CC(=O)NC1CC1)S(=O)(=O)c1ccc(C)cc1	-17	0	2	8	0	-4	-1.2	-14	-15
Cc1ccc(C(C)C)cc1OCC(=O)NCCCn1ccnc1	-14	4	3	6	-4	-3	0.1	13	5
CCOc1cc(C(=O)NCc2ccc(F)cc2)ccc1OCC(=O)N1CCCCC1	6	1	0	18	-3	0	0.4	-6	14
CCN(CC(=O)Nc1ccc(NC(C)=O)cc1)C(=O)C1CC(=O)N(CCc2ccc(OC)c(OC)c2)C1 (stereo not drawn)	-28	-25	1	17	2	-1	3.1	4	-42
COCC(=O)OCc1cc2cccc(C)c2[nH]c1=O	8	-9	2	3	-4	-2	-0.5	10	-1
COc1ccc(S(=O)(=O)N2CCCCCC2)cc1C(=O)NCc1ccc(C)cc1	19	1	0	-4	-3	-3	4.6	17	30
Nc1c(C(=O)N2CCCC2)sc2nc3c(cc12)CCCCCC3	35	22	-1	26	-2	2	6.9	-138	31
Cc1ccccc1CCNC(=O)C1CC(O)CN1C(=O)Nc1ccccc1 (stereo not drawn)	-17	-4	-4	19	-2	-5	1.2	19	3
CCOc1cccc(CN2CCC(n3nccc3NC(=O)c3ccc4c(c3)OCO4)CC2)c1	-1	-3	2	3	5	-4	-0.9	21	-2
O=C(c1nsnc1-c1ccccc1O)N1CCCCC1	-11	3	-2	17	1	-3	-0.1	6	-4
Oc1[nH]c2ccccc2c1/C=N/N1CCCCC1	13	-5	-8	9	0	1	5.4	2	7
Cc1c(N=C(N)/N=C(\N)Nc2ccc(Br)cc2)c(=O)n(-c2ccccc2)n1C	19	-7	-11	-13	-4	1	-0.4	15	7
CCC1CCCCN1CCCNC(=O)CN1C(=O)CSc2ccc(S(=O)(=O)N3CCOCC3)cc21 (stereo not drawn)	1	4	2	10	0	-2	1.1	-16	-4
COc1cc(C)c(CN2CCN(CC(=O)Nc3ccccc3C(=O)NC3CC3)CC2)cc1OC	12	2	-1	3	-3	-1	-0.5	7	11
Cc1ccc(-c2noc(CN3CCOCC3)n2)cc1	-6	9	0	6	-3	7	8.4	-42	-4
COc1ccccc1OCc1ccc(C(=O)N/N=C/c2ccco2)cc1	-48	-17	-2	-4	-4	-1	5.4	6	-21
CCOc1ccc(CN2C(=O)CC(=O)N(S(=O)(=O)c3ccc(OCC)cc3)C2=O)cc1	12	6	-4	-14	-2	-2	-0.7	-8	0
O=C(CSc1n[nH]c(=O)n1Cc1ccccc1)Nc1ccc(N2CCOCC2)cc1	-6	0	0	18	3	-1	0.1	-18	13
Next section
SMILES	tim10-1 inh	TIM10 inh	NR3A LBD binder	NALP3 yeast inh	APJ agonist	XBP1 UPR activ	CHOP UPR activ	Mdm2 MdmX PPI	tim23-1 inh
CCOc1ccc(NC(=O)CN2C(=O)CSC2=O)cc1	12	-8	-3	35	-3	2	1.5	7	9
CC(=O)OCCC(NS(=O)(=O)OCC(Cl)(Cl)Cl)c1ccccc1 (stereo not drawn)	16	11	0	0	2	0	-1.7	-4	21
CN(C(=O)c1cccnc1)c1nnc(-c2ccccn2)s1	6	-3	-1	16	0	-1	5.3	-4	8
CCOC(=O)COc1ccc(/C=C/[N+](=O)[O-])c(OCC(=O)OCC)c1	42*	22	0	11	6	-6	358*	100*	41
O=C(c1ccc2c(c1)N(Cc1cccc(Cl)c1)C(=O)c1ccccc1S2(=O)=O)N1CCN(c2ccccn2)CC1	-2	-9	-1	10	1	2	1.8	65*	25
COc1ccccc1NC(=S)NNC(=S)Nc1ccc(OC(F)F)cc1	36	12	32*	9	-1	0	0.6	-5	19
O=[N+]([O-])c1cccc(/C=N/Nc2nccnc2Cl)c1	13	4	0	41	0	1	4.5	-50	14
COc1ccc(-c2cc(C(=O)Nc3ccc(C)c(C)c3)no2)cc1	18	0	4	14	0	0	0.2	16	9
Cc1cc(Br)ccc1OCc1nc(-c2cccnc2)no1	9	14	4	26	-17	1	5.2	-34	4
COC(=O)c1ccc(OC)c(OC)c1Cl	-15	8	1	3	1	2	-1.6	3	4
Cc1oc(/C=N/NS(=O)(=O)c2ccccc2)cc1Br	-5	-32	3	18	1	-2	1.0	27	13
O=S(=O)(c1ccccc1)N1CCC(n2cnc3ccccc32)CC1	13	7	0	9	-2	0	-0.4	16	8
CCNc1nc(Oc2ccc(C(=O)OC)cc2)nc(SC)n1	23	14	-1	25	0	2	0.2	-3	29
Cc1ccccc1C(=O)N1CCCN(C(=O)c2ccccc2C)CC1	3	-11	-2	17	3	-1	-0.9	-5	21
CC1CN(C(=O)COc2ccc3c(-c4ccccc4)cc(=O)oc3c2)CC(C)O1 (stereo not drawn)	0	10	1	19	-3	0	0.0	16	23
COc1ccc(CNC(=O)CN(Cc2ccccc2F)C(=O)c2csnn2)cc1	20	-3	3	7	-1	-2	2.2	6	17
O=C(NCCCN1CCCC1=O)c1ccc(S(=O)(=O)Nc2ccccc2F)cc1	-14	-2	0	16	1	2	0.7	28	-6
COc1cccc(OCc2nc(-c3cccc([N+](=O)[O-])c3)no2)c1	5	17	4	34	-3	1	0.6	20	11
CC(C)(C)c1ccc(C(=O)O/N=C(\N)c2ccccn2)cc1	33	33	-3	15	8	-11	-5.6	98*	36
COc1nc(Nc2ccccc2)nc(OC)n1	22	15	2	18	-3	-3	0.8	7	8
CC(=O)c1cc(C#N)c(SCC(=O)OC(C)(C)C)nc1C	12	-13	-6	8	0	-3	2.6	-13	17
CCCS(=O)(=O)c1c(S(=O)(=O)CCC)c2c(C)cccn2c1C(=O)N/N=C/c1cc(O)cc(O)c1	26	-5	-8	7	-4	-3	0.9	58*	20
N#C/C(C(=O)Nc1ccc(Cl)cc1)=C(/S)Nc1ccccc1	69*	45*	32*	20	2	1	3.8	2	17

Rows are unselected, and some 8.2% of all compounds hit somewhere here.
